CCT chaperon mod – changes cytosolic chaperonin activity. purified chaperonin ATPase assay, HTRF ADP detection, 30 min. activity change, % (concentration not given with the values), hits read low. 0.3% of 360,000 active. AID 651819; in the data active = activity change below about -30%; note: % is set by controls: 0 for no effect and ±100 for the full control effect
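TRiC (40 or 20 nM final, by batch activity) in 30 mM Tris pH 7.4, 100 mM KCl, 5 mM MgCl2, 1 mM DTT was treated with compound at 76 uM single dose, then 10 uM ATP, 30 min at 37 °C. ADP was read by HTRF Transcreener.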
MmCpn inh – M. maripaludis TRiC chaperonin inhibition | Potency, µM (top dose mostly 76.9 µM), for inactives: at the highest dose activity, negative = inhibition, usual class: inhibitors | purified Mm-Cpn ATPase, ADP Transcreener TR-FRET | 0.031% of 330,000 active | AID 504842; note: potency is the fitted concentration of half-maximal effect; % is set by controls: 0 for no effect and ±100 for the full control effect; nearly all actives have a fitted effect of over 80% in size
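Compound-treated chaperonin, 25 nM final, turns over 10 uM ATP at 37°C for 30 min following a 10 min preincubation; ADP generated competes with ADP-d2 for Eu-cryptate antibody, lowering FRET.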
EPAC1 ag – activates human EPAC1 exchange factor | EPAC1 agonist qHTS, biochemical assay; response scale: 100% = response to 6.5 mM cAMP | Potency, µM (doses to about 154 µM), inactives show at the highest dose activation, actives largely listed as activators | 0.073% of 360,000 active | O95398; note: potency is the fitted concentration of half-maximal effect; nearly all actives have a fitted effect of over 60% in size
Target sequence (O95398 whole entry, looked up): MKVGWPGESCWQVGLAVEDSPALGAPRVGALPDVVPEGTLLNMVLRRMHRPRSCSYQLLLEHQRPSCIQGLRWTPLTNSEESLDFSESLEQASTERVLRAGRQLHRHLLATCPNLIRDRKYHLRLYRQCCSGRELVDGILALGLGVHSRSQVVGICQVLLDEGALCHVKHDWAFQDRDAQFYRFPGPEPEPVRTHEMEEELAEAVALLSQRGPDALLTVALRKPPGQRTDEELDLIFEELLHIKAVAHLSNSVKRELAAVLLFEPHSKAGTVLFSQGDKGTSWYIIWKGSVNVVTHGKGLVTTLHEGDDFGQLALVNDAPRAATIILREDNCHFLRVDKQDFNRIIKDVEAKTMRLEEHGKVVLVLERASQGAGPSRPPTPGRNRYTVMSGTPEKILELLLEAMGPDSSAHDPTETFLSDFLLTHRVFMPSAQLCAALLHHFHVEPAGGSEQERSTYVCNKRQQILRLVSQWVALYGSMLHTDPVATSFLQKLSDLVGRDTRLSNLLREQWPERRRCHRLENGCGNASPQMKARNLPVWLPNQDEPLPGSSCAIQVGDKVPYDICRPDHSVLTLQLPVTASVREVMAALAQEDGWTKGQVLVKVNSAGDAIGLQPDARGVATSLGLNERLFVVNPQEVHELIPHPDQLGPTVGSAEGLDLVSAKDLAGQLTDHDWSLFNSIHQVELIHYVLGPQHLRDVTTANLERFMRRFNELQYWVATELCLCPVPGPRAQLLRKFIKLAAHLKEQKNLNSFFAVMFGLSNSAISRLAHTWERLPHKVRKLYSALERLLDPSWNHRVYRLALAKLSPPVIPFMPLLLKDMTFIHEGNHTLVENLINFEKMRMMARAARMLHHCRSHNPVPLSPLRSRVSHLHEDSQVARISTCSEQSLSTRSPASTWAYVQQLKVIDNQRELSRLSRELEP
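Fluorescent GDP-exchange assay: 100 nM EPAC1 with 250 nM Rap1B preloaded with BODIPY-GDP and 50 uM GDP; compounds tested as concentration series, 5 min at room temperature, then read every 5 min for 30 min (ex 480/em 540 nm); normalized to 6.5 mM cAMP.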
EPAC2 antag – EPAC2 (human) antagonism. Q8WZA2. EPAC2 GEF exchange of Rap1B-BODIPY-GDP, fluorescence. Potency, µM (doses to about 114 µM), inactives show at the top dose activity, negative = inhibition, usual class: inhibitors. 0.18% of 360,000 active; note: potency is the fitted concentration of half-maximal effect; % is set by controls: 0 for no effect and ±100 for the full control effect; nearly all actives have a fitted effect of over 45% in size; many of its hits are not listed in these tables
PI5P4Ka inh – inhibitors of human PI5P4K alpha | P48426 | PI5P4Kalpha enzyme, ADP-Glo luminescence, 60 min; stronger effect = lower value | max response, % | 1.2% of 330,000 active; active = max response of -50% or lower; inconclusive = between -30% and -50%; inactive = -30% or higher; note: value at the top dose of about 77 µM; % is set by controls: 0 for no effect and ±100 for the full control effect
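Quantitative HTS of the MLSMR library against PI5P4Kalpha with substrate. ATP added last at 5 microM final; room temperature, 60 minutes. Remaining ATP depleted, ADP converted and read as luminescence.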
EPAC1 antag – blocks human EPAC1 exchange factor; O95398; Potency, µM (doses to about 115 µM), for the others: top-dose activity change, negative = inhibition, usual class: inhibitors; 0.14% of 360,000 active; EPAC1 GEF assay, Rap1b-BODIPY-GDP exchange fluorescence;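 note: potency is the fitted concentration of half-maximal effect; plate controls were vehicle for no effect and positive control for full effect; nearly all actives have a fitted effect of over 50% in size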
PLK1 PBD inh – PLK1 (human) polo-box domain binding inhibition; 2.8% of 360,000 active; Plk1 PBD binding of FITC phosphopeptide, fluorescence polarization; P53350; Potency, µM, for inactives: max response, negative = inhibition, most hits filed as inhibitors; AID 720504; note: potency is the fitted concentration of half-maximal effect; series mostly up to about 57 µM; % is set by controls: 0 for no effect and ±100 for the full control effect; nearly all actives have a fitted effect of over 65% in size
WRN helicase inh – WRN helicase (human) inhibition; WRN helicase unwinding, fluorescent forked duplex, kinetic; Potency, µM (series often up to 114 µM), inactives show at the highest dose activity change, negative = inhibition, actives largely listed as inhibitors; 0.46% of 360,000 active; note: potency is the fitted concentration of half-maximal effect; % is set by controls: 0 for no effect and ±100 for the full control effect; nearly all actives have a fitted effect of over 55% in size
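Kinetic red-fluorescence monitoring (525/598 nm) tracks WRN helicase activity after 100 nM fluorophore-quencher forked duplex and 2 mM ATP are added to 20 nM enzyme pretreated 15 min at room temperature with compound.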
* marks the source's active call; other numbers are inactive results; u = inconclusive; x = not tested or not shown; [ ] = remark or other dose. Unless noted, calls come from the whole dose curve; as a rule, active = well fitted curve in the direction sought with a large enough effect; inconclusive = small, poorly fitted or top-dose-only effect, or another doubt; inactive = no such curve, though single readings can be large; an effect the other way counts as inactive or inconclusive. Only part of the results is shown; count on the stated rates, not on these rows.

SMILES | CCT chaperon mod | MmCpn inh | EPAC1 ag | EPAC2 antag | PI5P4Ka inh | EPAC1 antag | PLK1 PBD inh | WRN helicase inh
O=C(NCCCN1CCCC1=O)c1cc(NS(=O)(=O)c2ccc(F)cc2)cc(NS(=O)(=O)c2ccc(F)cc2)c1 | -2.4 | 1% | -4% | 9% | -6 | 13% | -2% | 2%
CC(C)Nc1nc(NCCO)nc2ccccc12 | 1.9 | x | -3% | 2% | -1 | 2% | -4% | 2%
CCOC(=O)c1c(C)nc2c(C)cccn12 | -0.4 | -1% | 1% | 3% | -3 | 4% | 0% | 6%
O=S(=O)(Nc1ccc(F)cc1)c1ccc(NS(=O)(=O)c2cccs2)cc1 | 0.7 | -2% | 5% | 1% | -3 | 6% | 3% | -1%
Nc1ccc(Br)c[n+]1Cc1cccc2cccnc12 | -2.6 | -2% | 2% | -2% | 0 | -23% | -11% | 2%
O=C1CCCN2N=C(SCC(=O)Nc3ccc(Br)cc3)SC2=N1 | -1.9 | -2% | 18% | 4% | -3 | 12% | -4% | 9%
COc1ccc(S(=O)(=O)N2CCCCCC2)cc1C(=O)OCc1c(C)noc1C | 0.7 | 0% | 8% | -1% | 3 | -26% | -2% | -8%
CCCCOC(=O)N1CCOCCOCCN(C(=O)OCCCC)CCOCCOCC1 | -1.7 | -2% | -12% | 13% | 4 | -1% | -11% | 6%
COc1ccc(C2=C(C#N)C(=O)OC2)cc1 | 0.6 | 0% | 8% | 4% | -1 | 6% | u | -2%
CC1CC(C)CN(S(=O)(=O)c2cccc(C(=O)N3CCN(c4ccc(F)cc4)CC3)c2)C1 (centres undefined) | -0.1 | 3% | 1% | -9% | 4 | -2% | -6% | 0%
O=C(c1cc(-c2ccccc2O)on1)N1CCc2ccccc2C1 | 0.7 | -2% | -12% | 5% | -4 | -11% | -6% | 2%
CC1CC(NC(=O)c2c(O)nc3ccccn3c2=O)CC(C)(C)C1 (centres undefined) | -2.1 | x | 8% | 3% | 5 | -1% | -10% | 6%
COc1ccc(N/N=C(\C#N)C(=N)SCc2ccccc2)cc1 | 1.0 | 1% | 11% | -1% | 4 | -24% | -4% | -11%
CC(CCN1C(Nc2ccccc2)=NC[C@@H]1Cc1ccccc1)c1ccccc1 (some centres undefined) | 0.5 | 3% | -9% | 2% | -26 | -12% | 4% | -4%
CC1CCC/C(=N\NC(=S)NCc2ccccc2)C1 (centres undefined) | -2.3 | 1% | 3% | -1% | -8 | -2% | -11% | 1%
COc1ccccc1C(=O)NCc1ccncc1 | -2.7 | -1% | -2% | 8% | x | -9% | -2% | 7%
CCC(=O)c1ccc(OCc2ccc(C(=O)OC)o2)c(OC)c1 | -3.6 | -1% | 3% | 3%[57.1 µM] | 1 | 5% | -3% | -1%
CCCn1c(SCC(=O)Nc2ccccc2N2CCOCC2)nc2c1c(=O)n(C)c(=O)n2C | -10 | -7% | 5% | 4% | 6 | -13% | 0% | 1%
O=C(O)c1ccccc1-c1ccccc1C(=O)Nc1ccc2oc(=O)c3ccccc3c2c1 | 1.4 | x | -9% | -3% | 549 | -1% | -7% | -7%
COc1cc(C)nc(NS(=O)(=O)c2ccccc2Cl)n1 | -1.0 | 1% | 2% | -13% | 7 | -8% | -12% | 4%
CCOc1cc(C)c(S(=O)(=O)Nc2ccc3cn[nH]c3c2)cc1C | 1.1 | -3% | 11% | 0% | x | -1% | -3% | -8%
CCN1CCN(c2cc(C)c3cc(NC(=S)NCCCN4CCc5ccccc5C4)ccc3n2)CC1 | -3.1 | 0% | 0% | 2% | 3 | 3% | -5% | -14%
Cc1ccc(S(=O)(=O)/C=C/c2ccccc2)cc1 | -4.3 | 0% | 3% | -8% | -4 | -14% | -1% | 2%
CCC(NS(=O)(=O)c1ccc2c(c1)Cc1cc(S(=O)(=O)NC(CC)C(=O)O)ccc1-2)C(=O)O (centres undefined) | -2.6 | 1% | 2% | -7% | 2 | 5% | 3% | -11%
CCN(CC)C(=S)SC1CCCCN(C(=O)c2ccccc2)C1=O (centres undefined) | -1.7 | 2% | 4% | -16% | 8 | -13% | -3% | -3%
Cc1nn(CCC(=O)NNC(=S)Nc2ccccc2)c(C)c1Br | -1.8 | 1% | -15% | 16% | 6 | -1% | -13% | 6%
CC1(c2nnc(Cc3ccccc3)o2)CC(c2cccnc2)=NO1 (centres undefined) | -1.2 | x | 8% | 2% | -1 | 6% | 6% | 0%
O=C(COC(=O)/C=C/c1cccc([N+](=O)[O-])c1)Nc1ccc(Cl)cn1 | -3.9 | -25% | -2% | 2% | 0 | -9% | -12% | -3%
O=C(O)C1=C[C@@H](c2ccccc2)C[C@@H](OCCCCO)O1 | 1.7 | x | -5% | 7% | -2 | 0% | -13% | 0%
COc1cccc(OCCNCc2ccccc2)c1 | -0.8 | 0% | -7% | 0% | -20 | -27% | 17µM* | -16%

The last 2 records of the section before are carried over, then new ones follow.
SMILES | CCT chaperon mod | MmCpn inh | EPAC1 ag | EPAC2 antag | PI5P4Ka inh | EPAC1 antag | PLK1 PBD inh | WRN helicase inh
O=C(O)C1=C[C@@H](c2ccccc2)C[C@@H](OCCCCO)O1 | 1.7 | x | -5% | 7% | -2 | 0% | -13% | 0%
COc1cccc(OCCNCc2ccccc2)c1 | -0.8 | 0% | -7% | 0% | -20 | -27% | 17µM* | -16%
COc1ccc(CCCNC(=O)C2CCC(=O)N(Cc3ccccc3F)C2)cc1 (centres undefined) | -2.2 | 2% | 3% | -3% | -1 | 15% | 1% | -8%
CSc1ncccc1C(=O)OCc1ccc(C#N)cc1 | 1.1 | -3% | -6% | 10% | 1 | 7% | -11% | 2%
Cn1c(/C=C/c2cccc([N+](=O)[O-])c2)nc2ccccc2c1=O | 1.2 | 5% | 16% | 9% | 8 | -2% | -8% | 4%
COC(=O)c1ccccc1NC(=O)CN(Cc1ccc(Cl)cc1)S(C)(=O)=O | 1.7 | 1% | 26% | -1% | x | 9% | -5% | 5%
N/C(=N\OC(=O)Nc1ccccc1)c1ncc(C(F)(F)F)cc1Cl | -5.5 | -2% | 8% | 7% | -8 | 0% | -10% | 4%
CN(C)CCCN(C(=O)c1ccc2c(c1)CCCC2)c1nc2cc3c(cc2s1)OCO3 | 1.8 | -3% | 0% | 3% | -3 | -15% | -9% | -5%
CC1CCC2(CC1)SCC(=O)N2c1ccc(F)cc1 (centres undefined) | 0.6 | -1% | -2% | -2% | -1 | 9% | u | -6%
CC(=O)N1CCOc2ccc(S(=O)(=O)NCc3ccccc3Cl)cc21 | -3.1 | 1% | 5% | -6% | 8 | 2% | -8% | 1%
CCN1C(=O)N[C@@H](c2ccccc2)[C@H](C(C)=O)[C@H]1C | 0.0 | x | 0% | 9% | 0 | -5% | -10% | 12%
O=C(CN1CCCC1)Nc1cc(F)ccc1F | -0.7 | -1% | 2% | 4% | -5 | -21% | -17% | 12%
CC(=O)c1c(C)[nH]c(C(=O)COC(=O)CN(C)S(=O)(=O)c2ccc(Cl)cc2)c1C | 0.4 | -3% | 4% | -9% | -11 | -17% | -4% | -2%
COc1ccc(/C=C/C(=O)OCC(=O)c2ccc(S(=O)(=O)N3CCCCC3)cc2)cc1OC | -0.4 | 1% | 6% | -1% | -26 | -16% | 0% | -2%
CCc1ccc(-c2csc3nc[nH]c(=O)c23)cc1 | -1.1 | -1% | 12% | 1% | 6 | 0% | -8% | -33%
Clc1cccc(NC2=NCCC2)c1 | 0.2 | 1% | 5% | -16% | -5 | -8% | 0% | -11%
Cc1ccc(NC(=O)c2cc3ccccc3o2)cc1 | -0.1 | 2% | -10% | -8% | -1 | 3% | -10% | 6%
O=C(c1ccncc1)N1CCN(CCc2ccccc2)CC1 | 2.1 | -3% | 0% | 11% | 0 | -8% | -5% | -8%
CCOc1ccc(NC(=O)c2ccc(NC(=O)c3ccccc3Br)cc2)cc1 | -2.1 | -2% | -9% | 11% | -2 | -14% | 0% | 2%
COc1cc2c(cc1OC)CN(C(=O)c1cc(S(=O)(=O)N3CCCCC3)ccc1Cl)CC2 | -1.2 | 2% | -17% | -9% | 0 | -15% | 4% | -1%
CCCCc1cc(C)c(S(=O)(=O)c2ccccc2C)c(=O)[nH]1 | -7.2 | 0% | 0% | 3% | 2 | -8% | 0% | 2%
Cc1ccc(C(=O)c2ccccc2C(=O)OCC(=O)N2C(C)CCCC2C)cc1 (centres undefined) | 1.4 | 0% | 4% | -6% | 6 | -19% | -1% | -6%
O=C(CCc1ccccc1)NCC1(c2ccccc2)CCCC1 | 0.2 | 1% | 1% | -18% | 2 | -14% | -2% | 3%
COC(=O)C1=C(C(=O)OC)C(c2ccc(OC)c(OC)c2)c2sc(=O)[nH]c2S1 (centres undefined) | 0.8 | -6% | 2% | -7% | -2 | 8% | -9% | u
CC1(Cc2ccc(Cl)c(Cl)c2)C(=O)Nc2c(Cl)ccc(Cl)c21 (centres undefined) | 0.3 | x | -2% | u | 4 | -15% | 4% | -7%
COc1nc(N(C)S(=O)(=O)c2ccc(C)cc2)nc(C)c1Br | -1.2 | 1% | 6% | -29% | 14 | -1% | -10% | -9%
O=C(O)C(Cc1ccccc1)NC(=O)C(Cc1ccccc1)NC(=O)C12CC3CC(CC(C3)C1)C2 (centres undefined) | -0.6 | x | -2% | -2% | -4 | 4% | -7% | 0%
CCSC1=NCCN1S(=O)(=O)c1ccc(F)cc1 | 0.6 | 0% | 7% | -1% | -1 | -1% | -4% | -4%
CC(=O)Nc1ccc(NC(=O)c2c(C)nn(Cc3ccccc3Cl)c2C)cc1 | 0.3 | -3% | -1% | -4% | 3 | -9% | -7% | -3%
CC1CN(S(=O)(=O)c2cccc(C(=O)NN3CCN(C)CC3)c2)CC(C)O1 (centres undefined) | 0.1 | -15% | -5% | 9% | 2 | 5% | -4% | -2%
CCN1C[C@@H]2[C@@H]3C(=O)N(Cc4ccccc4)C(=O)[C@@H]3[C@](Cc3ccccc3)(C1=O)N2C(=O)c1ccc(C(F)(F)F)cc1 | -0.9 | x | 8% | -4% | 5 | 5% | -12% | -1%
COc1ccc(CCNC(=O)COC(=O)c2ccc(C)s2)cc1OC | 0.4 | 2% | -3% | -7% | -1 | 9% | 3% | -7%

Two records picked at random from those above:
SMILES | CCT chaperon mod | MmCpn inh | EPAC1 ag | EPAC2 antag | PI5P4Ka inh | EPAC1 antag | PLK1 PBD inh | WRN helicase inh
Cc1nn(CCC(=O)NNC(=S)Nc2ccccc2)c(C)c1Br | -1.8 | 1% | -15% | 16% | 6 | -1% | -13% | 6%
Cc1ccc(C(=O)c2ccccc2C(=O)OCC(=O)N2C(C)CCCC2C)cc1 (centres undefined) | 1.4 | 0% | 4% | -6% | 6 | -19% | -1% | -6%

Screening data from PubChem BioAssay.
